mHTT-CaM PPI inh – disrupts binding of mutant huntingtin to calmodulin. AlphaScreen His-mHTT/GST-CaM binding, luminescence. P42858. 190,000 tested, 3.6% active. inhibition, % at 15 µM;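 note: 0% = both proteins with DMSO and 100% = one protein alone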
Target sequence (P42858 whole entry, looked up, stated change not applied): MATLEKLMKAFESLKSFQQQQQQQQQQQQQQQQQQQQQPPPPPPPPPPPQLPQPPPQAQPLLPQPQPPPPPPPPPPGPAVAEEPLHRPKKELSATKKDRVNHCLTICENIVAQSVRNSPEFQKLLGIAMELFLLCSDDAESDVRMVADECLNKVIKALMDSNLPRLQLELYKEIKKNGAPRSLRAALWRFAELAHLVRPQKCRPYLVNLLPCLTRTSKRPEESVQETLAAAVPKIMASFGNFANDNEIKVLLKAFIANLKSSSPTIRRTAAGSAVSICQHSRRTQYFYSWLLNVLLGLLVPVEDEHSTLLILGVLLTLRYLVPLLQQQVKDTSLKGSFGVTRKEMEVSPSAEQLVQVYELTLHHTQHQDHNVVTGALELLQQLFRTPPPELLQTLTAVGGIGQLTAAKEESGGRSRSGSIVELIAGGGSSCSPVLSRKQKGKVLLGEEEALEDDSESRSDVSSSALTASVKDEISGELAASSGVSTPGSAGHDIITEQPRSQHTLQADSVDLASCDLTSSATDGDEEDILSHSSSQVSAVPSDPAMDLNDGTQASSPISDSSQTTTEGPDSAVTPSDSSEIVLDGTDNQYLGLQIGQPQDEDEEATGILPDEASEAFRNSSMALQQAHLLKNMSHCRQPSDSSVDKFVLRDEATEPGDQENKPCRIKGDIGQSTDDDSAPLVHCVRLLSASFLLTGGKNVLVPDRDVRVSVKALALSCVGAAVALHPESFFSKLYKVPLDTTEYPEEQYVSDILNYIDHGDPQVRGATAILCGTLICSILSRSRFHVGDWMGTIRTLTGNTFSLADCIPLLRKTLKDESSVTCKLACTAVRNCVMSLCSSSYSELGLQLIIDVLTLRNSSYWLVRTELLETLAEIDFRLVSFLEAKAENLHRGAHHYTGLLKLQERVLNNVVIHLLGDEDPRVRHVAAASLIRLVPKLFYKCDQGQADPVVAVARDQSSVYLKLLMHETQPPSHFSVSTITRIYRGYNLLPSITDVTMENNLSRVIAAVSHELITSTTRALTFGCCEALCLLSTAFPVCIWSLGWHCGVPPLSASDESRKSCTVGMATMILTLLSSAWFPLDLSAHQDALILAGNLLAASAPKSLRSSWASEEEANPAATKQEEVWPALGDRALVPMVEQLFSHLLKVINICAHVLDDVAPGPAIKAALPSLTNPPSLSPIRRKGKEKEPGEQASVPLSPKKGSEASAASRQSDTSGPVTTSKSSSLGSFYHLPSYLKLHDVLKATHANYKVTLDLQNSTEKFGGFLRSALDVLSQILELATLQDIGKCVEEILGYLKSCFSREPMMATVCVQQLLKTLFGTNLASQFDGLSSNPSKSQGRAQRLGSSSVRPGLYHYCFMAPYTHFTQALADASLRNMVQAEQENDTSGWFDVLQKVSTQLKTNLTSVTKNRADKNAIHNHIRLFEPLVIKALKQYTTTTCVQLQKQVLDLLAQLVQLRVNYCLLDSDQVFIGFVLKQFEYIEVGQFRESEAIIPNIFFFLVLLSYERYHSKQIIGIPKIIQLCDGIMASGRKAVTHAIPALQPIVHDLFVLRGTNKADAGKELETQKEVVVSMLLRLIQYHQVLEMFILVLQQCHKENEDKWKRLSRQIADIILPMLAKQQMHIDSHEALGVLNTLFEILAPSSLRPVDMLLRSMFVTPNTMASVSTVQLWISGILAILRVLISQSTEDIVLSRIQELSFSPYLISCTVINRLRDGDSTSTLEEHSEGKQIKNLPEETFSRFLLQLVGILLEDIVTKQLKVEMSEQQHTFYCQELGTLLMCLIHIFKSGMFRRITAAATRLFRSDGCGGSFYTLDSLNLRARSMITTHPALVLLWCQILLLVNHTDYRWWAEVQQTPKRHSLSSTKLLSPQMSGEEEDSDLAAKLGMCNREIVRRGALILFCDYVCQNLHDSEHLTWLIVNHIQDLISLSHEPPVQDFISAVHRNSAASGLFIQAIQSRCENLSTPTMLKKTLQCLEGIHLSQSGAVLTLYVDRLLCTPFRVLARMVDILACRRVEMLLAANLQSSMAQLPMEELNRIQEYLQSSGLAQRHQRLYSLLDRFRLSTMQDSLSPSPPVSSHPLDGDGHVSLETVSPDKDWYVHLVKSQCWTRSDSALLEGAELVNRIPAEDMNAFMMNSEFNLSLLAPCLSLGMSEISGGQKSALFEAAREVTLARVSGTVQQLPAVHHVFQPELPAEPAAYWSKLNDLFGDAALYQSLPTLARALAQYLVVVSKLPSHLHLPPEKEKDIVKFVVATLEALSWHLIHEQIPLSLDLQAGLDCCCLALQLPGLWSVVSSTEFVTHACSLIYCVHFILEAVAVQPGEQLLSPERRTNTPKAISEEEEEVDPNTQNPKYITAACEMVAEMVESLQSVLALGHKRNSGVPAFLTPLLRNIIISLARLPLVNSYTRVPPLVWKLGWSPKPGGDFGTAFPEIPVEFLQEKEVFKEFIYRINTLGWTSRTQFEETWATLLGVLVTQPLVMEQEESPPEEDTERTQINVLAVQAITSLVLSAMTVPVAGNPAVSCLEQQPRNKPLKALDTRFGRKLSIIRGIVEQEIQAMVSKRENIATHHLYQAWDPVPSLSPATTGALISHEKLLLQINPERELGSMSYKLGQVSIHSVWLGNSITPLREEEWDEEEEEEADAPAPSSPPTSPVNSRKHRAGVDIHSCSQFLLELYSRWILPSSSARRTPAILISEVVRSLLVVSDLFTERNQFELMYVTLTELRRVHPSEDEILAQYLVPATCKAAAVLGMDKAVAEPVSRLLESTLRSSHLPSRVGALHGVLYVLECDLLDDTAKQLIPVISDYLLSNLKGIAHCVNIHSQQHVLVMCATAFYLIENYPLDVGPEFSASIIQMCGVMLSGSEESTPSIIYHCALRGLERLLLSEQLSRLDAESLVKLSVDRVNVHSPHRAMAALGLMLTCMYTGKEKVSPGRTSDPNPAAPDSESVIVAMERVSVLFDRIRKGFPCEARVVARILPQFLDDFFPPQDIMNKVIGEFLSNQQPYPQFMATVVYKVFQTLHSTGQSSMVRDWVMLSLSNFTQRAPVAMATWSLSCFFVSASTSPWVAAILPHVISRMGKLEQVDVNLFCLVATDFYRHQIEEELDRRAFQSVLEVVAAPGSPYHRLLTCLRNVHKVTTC
Pf apPOL inh – Pf-apPOL DNA polymerase inhibition; Recombinant Pf-apPOL, molecular beacon fluorescence, 1.5 h; inhibition, % at 10 µM; 210,000 tested, 0.25% active; AID 1794808
Numbers without * were called inactive; i = inactive; / = not tested or not shown; & = joins results of further samples. Cut-off read from the data, not from the text of the source: active = inhibition above about 50%; inactive = the rest.

SMILES | mHTT-CaM PPI inh | Pf apPOL inh
Cc1n[nH]c(=O)nc1NCc1ccccc1Cl | 1.0 | -2.2
Cc1ccc(C(=O)Oc2ccc3c4c(c(=O)oc3c2)CCCC4)cc1 | 1.6 | -0.1
Cc1cc(C)c2c(CN3CCCCC3C)cc(=O)oc2c1 (stereo not given) | -3.8 | -2.5
N#CCCN(Cc1ccccc1)S(=O)(=O)c1cccs1 | / | 3.0
COc1ccc(CN2CCN(Cc3ccccc3F)CC2)c(OC)c1OC | -9.4 | -1.6
O=C(NCCc1ccccn1)/C(=C\c1cccnc1)NC(=O)c1ccccc1 | 2.0 | -3.0
O=C(c1ccccc1)C1CCN(S(=O)(=O)c2cc(C(F)(F)F)cc(C(F)(F)F)c2)CC1 | / | -8.4
COc1ccc(-c2cc(C(F)(F)F)n3ncc(C(=O)Nc4cc(Cl)ccc4O)c3n2)cc1 | 11.0 | 2.1
CCCCc1ccc(NC(=O)N2CC3CC(NS(C)(=O)=O)C2C3)cc1 (stereo not given) | 15.0 | -2.6
O=C(Nc1ccccc1Cl)c1cnc(-c2ccccc2)nc1-c1ccncc1 | -2.4 | -3.3
Cc1ccccc1-n1nc2c(c1NC(=O)c1cccc([N+](=O)[O-])c1)CS(=O)(=O)C2 | -2.0 | -2.8
CCC[n+]1c(N)sc2c(C)cc(C)cc21 | -14.6 | 1.2
COc1ccc(NC2OC(=O)c3ccccc32)c(OC)c1 (stereo not given) | 24.0 | -5.7
CCOC(=O)C(C)Oc1ccc2c(c1)OC(=Cc1ccccc1Cl)C2=O (stereo not given) | 4.0 | -10.0
CC12CCC(C(=O)Nc3ccc([N+](=O)[O-])cc3)(CC1=O)C2(C)C (stereo not given) | 0.2 | -4.3
COC(CNC(=O)CC(NS(=O)(=O)c1ccc(C)cc1)c1ccco1)OC (stereo not given) | -4.0 | -0.1
O=C(Nc1cccc([N+](=O)[O-])c1)c1cnc2n(c1=O)CCS2 | 3.0 | 3.5
CCOC(=O)c1ccc2nc(NC(=O)C3COc4ccccc4O3)sc2c1 (stereo not given) | 0.5 | -0.4
COc1ccc(CNC(=O)c2cc3cc4ccc(OC)cc4nc3o2)cc1 | 12.0 | -4.2
COc1cc(SC)ccc1C(=O)NC(C)c1ccccc1 (stereo not given) | -3.5 | -6.0
COc1cccc2c1c(NS(=O)(=O)c1cc(Cl)sc1Cl)nn2C | / | 2.1
Cn1cnc2cccc(F)c2c1=N | / | 5.5
O=C(CN1CCC(C(=O)Nc2ccc3c(c2)OCO3)CC1)Nc1ccc(F)cc1 | -6.4 | -0.3
CCOc1cc(/C=C(\C#N)c2nc3ccc(C)cc3[nH]2)cc(I)c1OC | 17.0 | 0.2
CCCNc1cc(N2CCC(CCC(=O)N3CCC(C)CC3)CC2)ncn1 | 5.2 | -7.4
CC1=NN(C(=O)C(F)(F)F)C(O)(c2cccc([N+](=O)[O-])c2)C1 (stereo not given) | 9.0 | -5.2
COc1cc(CN2CCCC2c2cc(C)no2)ccc1OCC(N)=O (stereo not given) | -2.6 | -2.2
COCCC1CCN(C(=O)c2sccc2C)CC1 | 0.3 | -3.0
COCCN(CCOC)C(=O)C12CCC(C)(C(=O)C1)C2(C)C (stereo not given) | -6.8 | -5.1
O=C1CSC(c2ccccc2)N1c1ccc(I)cc1 (stereo not given) | -15.0 | -0.4
C=CCN1[C@@H](CC(C)C)COc2cccc(N3CCCC3)c2S1(=O)=O | -12.8 | -0.3
COc1ccccc1CNC(=O)C1CC(=O)N(CCc2ccccc2)C1 (stereo not given) | -3.0 | -3.1
Cc1ccc(F)cc1NC(=O)c1nnn2c1COC(c1ccc(F)cc1)C2 (stereo not given) | -0.8 | -6.2
CCOC(=O)c1[nH]c(C)c(C(C)=O)c1C | -9.2 | /
Cn1cc(C(=O)NCCc2cccs2)nn1 | -4.0 | -6.5
CCOC(=O)CC1=CSC2=NCCN12 | / | -12.2
COc1cccc(OC)c1C(=O)Nc1ccc([N+](=O)[O-])cc1 | 6.4 | 1.0
CC(=O)OCC(OC(C)=O)C(OC(C)=O)C(OC(C)=O)C(OC(C)=O)C(C)=S (stereo not given) | / | 17.7
CCc1ccc(C(=O)N2CCc3c(c(-c4nc(Cc5ccccc5)no4)nn3C)C2)cc1 | -4.9 | -6.9
CN(C)C(=O)CCc1ccc2nc(-c3ccccc3)[nH]c2c1 | 2.5 | -3.6
Cc1ccc(S(=O)(=O)N2CCc3c(c(-c4nc(C)no4)nn3C)C2)cc1 | 10.8 | -1.5
Cc1ccc(C2=N/C(=C\C=C\c3ccccc3)C(=O)O2)cc1 | 6.0 | 3.2
COc1ccccc1C(=O)Oc1ccc2c(=O)c(-c3ccccc3)coc2c1 | -3.1 | -5.4
O=C(NCc1ccncc1)c1cc2n(n1)C(C(F)(F)F)CC(c1ccco1)N2 (stereo not given) | -4.4 | -3.4
Cc1ccccc1CCNC(=O)c1cc2n(n1)CCCN(Cc1ccccc1)C2=O | 10.6 | 1.9
CCCCC(NC(=O)c1ccc(F)cc1)c1nc2ccccc2[nH]1 (stereo not given) | -2.0 | 5.6
O=C1CCCN2N=C(SCc3ccccc3F)SC2=N1 | 5.0 | -0.7
CCCNC(=O)c1ccccc1NC(=O)c1ccccc1 | -8.1 | 0.5
CN(C)c1ccc(C(=O)N2CCCC(c3nc(CCNC(=O)C4CC4)cs3)C2)cc1 (stereo not given) | -2.2 | -3.0
CC1S/C(=N/N=C\c2ccc(F)cc2)NC1=O (stereo not given) | i | /
CCOC(=O)C[C@H]1c2cc(F)ccc2S(=O)(=O)N1C1CCCC1 | -13.5 | -3.2
N#CCCN(CCc1ccccn1)C(=O)Nc1ccc2c(c1)CCO2 | / | -5.8
CON=C(C(=O)Oc1c(Cl)c(Cl)c(Cl)c(Cl)c1Cl)c1ccco1 | / | -4.7
Cc1cccc(C(=O)NCC(C)NC(=O)c2cccc(C)c2)c1 (stereo not given) | -4.3 | -0.2
Cc1ccc(-n2nc3c(c2NC(=O)c2ccc(Br)cc2)CS(=O)(=O)C3)c(C)c1 | 8.0 | -6.5
CC(SCc1n[nH]c(=O)[nH]1)C(=O)Nc1nccs1 (stereo not given) | -2.0 | /
O=C1C=CC(=NOC(=O)c2ccc([N+](=O)[O-])cc2)C=C1 | 7.0 | -9.9
Cc1cccn2cc(C(=O)NC3CCN(Cc4ccccc4)CC3)nc12 | 0.6 | -2.1
CS(=O)(=O)N1CCC(C(=O)Nc2nc3c(s2)COCC3)CC1 | -12.5 | -6.2
CC(C)c1ccc(N2CC(C(=O)N(C)Cc3ccccc3)CC2=O)cc1 (stereo not given) | 56.5* | -10.4

(cont.)
SMILES | mHTT-CaM PPI inh | Pf apPOL inh
Clc1ncnc2sc3c(c12)CCCCC3 | -7.6 | /
O=C(NCc1ccccc1)c1cccc(N2CCNC(c3ccccc3)C2)n1 (stereo not given) | 22.1 | -23.0
O=C(Oc1ccc(I)cc1)c1ccccc1I | / | -9.4
COc1ccccc1NC(=O)CSc1nnc2c(n1)[nH]c1ccccc12 | 4.0 | 0.3
CC(C)COc1ccc(/C=C2/NC(=O)N(Cc3ccc(F)cc3)C2=O)cc1 | 0.0 | -10.9
COc1ccc(C(NC(C)=O)c2ccc3cccnc3c2O)cc1 (stereo not given) | 100.0* | 4.1
Cc1ccccc1C1CN(C(=O)C(C)C)CC1C(=O)NC1CC1 (stereo not given) | -2.0 | -2.2
C=CCNc1ncnc2c1sc1nc3c(cc12)COC(C)(C)C3 | 0.0 | -9.9
CC(=O)N1CCCc2cc(NC(=O)c3ccc(C)c(C)c3)ccc21 | -11.8 | -9.5
O=C(c1cccc(Br)c1)N(Cc1ccsc1)C1CC1 | -27.3 | -1.4
CCOc1ccc(N2C(=O)NC(=O)/C(=C\c3ccc(O)c(OCC)c3)C2=O)cc1 | 6.0 | -3.1
COc1cc2c(cc1OC)C(c1ccccc1)NCC2 (stereo not given) | -7.2 | -1.3
COc1ccc(OC(C)C(=O)Nc2nccs2)cc1 (stereo not given) | -5.8 | -2.3
O=Cc1cc(OCc2ccccc2)ccc1O | 76.4* | -3.3
CC1CCCN(c2cc(C(=O)NC(C)C(C)C)c3ccccc3n2)C1 (stereo not given) | -14.6 | 4.6
CCCCC(=O)Nc1ccc(NC(=O)c2ccc(-c3cccc(Cl)c3)o2)cc1OC | 1.1 | 6.4
Cc1ccc2c(c1)C(=O)N1CCCC1C(=O)N2CC(=O)NCc1ccco1 (stereo not given) | 9.0 | -1.8
O=C1C(=O)N(CCN2CCOCC2)C(c2ccc(F)cc2)C1=C(O)c1ccc(F)cc1 (stereo not given) | 2.3 | -15.3
Cc1ccc(Oc2cc(NC(=O)CCCn3nc([N+](=O)[O-])c(Cl)c3C)cc([N+](=O)[O-])c2)cc1 | 3.0 | -5.0
CCCCn1c(C2CC(=O)N(c3ccccc3)C2)nc2ccccc21 (stereo not given) | -5.0&2.8 | -5.0&-6.5

27 neighbouring compounds out of the list so far, quoted:
SMILES | mHTT-CaM PPI inh | Pf apPOL inh
CCOC(=O)C[C@H]1c2cc(F)ccc2S(=O)(=O)N1C1CCCC1 | -13.5 | -3.2
N#CCCN(CCc1ccccn1)C(=O)Nc1ccc2c(c1)CCO2 | / | -5.8
CON=C(C(=O)Oc1c(Cl)c(Cl)c(Cl)c(Cl)c1Cl)c1ccco1 | / | -4.7
Cc1cccc(C(=O)NCC(C)NC(=O)c2cccc(C)c2)c1 (stereo not given) | -4.3 | -0.2
Cc1ccc(-n2nc3c(c2NC(=O)c2ccc(Br)cc2)CS(=O)(=O)C3)c(C)c1 | 8.0 | -6.5
CC(SCc1n[nH]c(=O)[nH]1)C(=O)Nc1nccs1 (stereo not given) | -2.0 | /
O=C1C=CC(=NOC(=O)c2ccc([N+](=O)[O-])cc2)C=C1 | 7.0 | -9.9
Cc1cccn2cc(C(=O)NC3CCN(Cc4ccccc4)CC3)nc12 | 0.6 | -2.1
CS(=O)(=O)N1CCC(C(=O)Nc2nc3c(s2)COCC3)CC1 | -12.5 | -6.2
CC(C)c1ccc(N2CC(C(=O)N(C)Cc3ccccc3)CC2=O)cc1 (stereo not given) | 56.5* | -10.4
Clc1ncnc2sc3c(c12)CCCCC3 | -7.6 | /
O=C(NCc1ccccc1)c1cccc(N2CCNC(c3ccccc3)C2)n1 (stereo not given) | 22.1 | -23.0
O=C(Oc1ccc(I)cc1)c1ccccc1I | / | -9.4
COc1ccccc1NC(=O)CSc1nnc2c(n1)[nH]c1ccccc12 | 4.0 | 0.3
CC(C)COc1ccc(/C=C2/NC(=O)N(Cc3ccc(F)cc3)C2=O)cc1 | 0.0 | -10.9
COc1ccc(C(NC(C)=O)c2ccc3cccnc3c2O)cc1 (stereo not given) | 100.0* | 4.1
Cc1ccccc1C1CN(C(=O)C(C)C)CC1C(=O)NC1CC1 (stereo not given) | -2.0 | -2.2
C=CCNc1ncnc2c1sc1nc3c(cc12)COC(C)(C)C3 | 0.0 | -9.9
CC(=O)N1CCCc2cc(NC(=O)c3ccc(C)c(C)c3)ccc21 | -11.8 | -9.5
O=C(c1cccc(Br)c1)N(Cc1ccsc1)C1CC1 | -27.3 | -1.4
CCOc1ccc(N2C(=O)NC(=O)/C(=C\c3ccc(O)c(OCC)c3)C2=O)cc1 | 6.0 | -3.1
COc1cc2c(cc1OC)C(c1ccccc1)NCC2 (stereo not given) | -7.2 | -1.3
COc1ccc(OC(C)C(=O)Nc2nccs2)cc1 (stereo not given) | -5.8 | -2.3
O=Cc1cc(OCc2ccccc2)ccc1O | 76.4* | -3.3
CC1CCCN(c2cc(C(=O)NC(C)C(C)C)c3ccccc3n2)C1 (stereo not given) | -14.6 | 4.6
CCCCC(=O)Nc1ccc(NC(=O)c2ccc(-c3cccc(Cl)c3)o2)cc1OC | 1.1 | 6.4
Cc1ccc2c(c1)C(=O)N1CCCC1C(=O)N2CC(=O)NCc1ccco1 (stereo not given) | 9.0 | -1.8

(next part)
SMILES | mHTT-CaM PPI inh | Pf apPOL inh
CC1CC(O)(C#N)C(C)CN1C (stereo not given) | -2.8 | 0.2
COc1ccc(C(=O)Nc2cccc(Cl)c2C)cc1Cl | 0.3 | -7.9
Cc1cc(C)n(CC(=O)N(CC2CCOC2)C2CC2)n1 (stereo not given) | -4.5 | -5.5
NNC(=O)c1[nH]ncc1-c1ccc(Cl)cc1Cl | / | -1.7
O=C1CC(c2ccc(Cl)cc2)n2nc(NC(=O)c3ccccc3)nc2N1 (stereo not given) | 1.0 | -3.6
NC(=O)c1ccccc1NC(=O)c1cccc([N+](=O)[O-])c1 | 2.8 | -3.4
COc1ccc(S(=O)(=O)NC2CCCCCC2)cc1OC | -9.4 | 1.8
O=C(OCc1cc(-c2ccccc2F)on1)c1cc(-c2ccco2)on1 | 0.4 | 31.7
O=C(NCCn1ccc2ccccc21)c1c(F)cccc1Cl | 2.0 | 17.2
Cc1cccc(NC(=O)CCS(=O)(=O)c2ccc(Br)cc2)n1 | -1.0 | -8.0
Cc1ccc(/C(N)=N/OC(=O)COc2cc(C)c(Cl)c(C)c2)cc1 | i | -8.7
CN(C)C(CNC(=O)Cc1ccc(Cl)cc1)c1cccs1 (stereo not given) | -9.3 | -6.5
CN(C)c1ccc(CNC(=O)c2cn3cc(Cl)ccc3n2)cc1 | 14.6 | -0.3
CC1(C)CC(CC(=O)Nc2ccc([N+](=O)[O-])cc2)C(=O)O1 (stereo not given) | -3.0 | -2.1
Cc1csc(NC(=O)C2CCN(S(=O)(=O)c3ccc(Br)s3)CC2)n1 | 2.0 | -2.6
CC(C(=O)NCc1cccnc1)N1CCN(c2ccc(Cl)cc2)CC1 (stereo not given) | -2.2 | -5.0
COc1ccc(-n2nc(C(=O)Nc3cc(OC)c(OC)c(OC)c3)c3ccccc3c2=O)cc1 | 24.0 | -6.1
Cc1cc(Cl)ccc1OCCNC(=O)c1cncc(Br)c1 | -13.0 | 1.2
COc1ccc(OC)c(Nc2ncc3c(n2)CCN(Cc2sccc2C)C3)c1 | 6.0 | -6.0

Random excerpt: two records from the list
SMILES | mHTT-CaM PPI inh | Pf apPOL inh
CN(C)c1ccc(CNC(=O)c2cn3cc(Cl)ccc3n2)cc1 | 14.6 | -0.3
Cc1ccc(/C(N)=N/OC(=O)COc2cc(C)c(Cl)c(C)c2)cc1 | i | -8.7

A portion of the library; rates above refer to the full screens.
